High-throughput results as filed in PubChem.
GSK3 alpha inh: blockers of GSK3A enzyme activity – biochemical, luminescence, cell-free homogeneous, HTS, primary screen; Glycogen synthase kinase-3 alpha (Homo sapiens), P49840; GSK-3 alpha kinase, ADP-Glo luminescence, 60 min; 0.1% of 320,000 active; inhibition, % at 10 µM;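 in the data active = inhibition above about 50%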;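 note: GST-tagged GSK-3 alpha with peptide substrate and 25 µM ATP; 0% = DMSO neutral wells and 100% = GW8510 positive control wells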
Target sequence (P49840 whole entry, looked up): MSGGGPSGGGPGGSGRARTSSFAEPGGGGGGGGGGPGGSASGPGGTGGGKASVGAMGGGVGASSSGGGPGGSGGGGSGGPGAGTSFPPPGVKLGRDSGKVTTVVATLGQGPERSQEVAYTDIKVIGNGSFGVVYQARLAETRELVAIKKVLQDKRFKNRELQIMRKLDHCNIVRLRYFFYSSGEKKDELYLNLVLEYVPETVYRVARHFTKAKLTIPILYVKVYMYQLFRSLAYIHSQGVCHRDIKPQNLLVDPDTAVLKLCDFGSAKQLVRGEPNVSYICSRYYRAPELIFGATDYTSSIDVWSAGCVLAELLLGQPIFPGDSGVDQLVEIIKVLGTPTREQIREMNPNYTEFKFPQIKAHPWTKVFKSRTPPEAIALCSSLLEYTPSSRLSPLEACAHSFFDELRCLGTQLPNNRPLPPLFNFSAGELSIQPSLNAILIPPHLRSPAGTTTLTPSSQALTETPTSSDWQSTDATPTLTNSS
HSP90 inh: HSP90 inhibitors, primary screen, cell lysate, luminescence; Heat shock protein HSP 90 (rabbit reticulocyte lysate; luciferase refolding); Rabbit reticulocyte lysate, luciferase refolding luminescence, 3 h; AID 1789, 2009; inhibition, % at 5.6 µM; 0.91% of 290,000 active;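 active = inhibition above the screen-wide mean plus 3 SD, computed separately per campaign, cut at about 16% in these data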;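 note: 0% = DMSO wells and 100% = 60 µM geldanamycin wells; inhibitors lower the luminescence because luciferase stays unfolded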
HSF-1 act: HSF-1 activators, primary screen, NIH3T3-HGL cells, MG132 stress, luminescence, single point; NIH3T3-HGL HSF-1 luciferase reporter, 8 h; 100% = twice DMSO control signal; AID 504408, 2011; 1.7% of 300,000 active; activation, % at 9 µM;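 active = mean replicate activation of at least 50% with a set share of replicates each reaching 50%; inconclusive = only one of those two conditions met; inactive = mean below 50% and too few replicates reaching it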;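 note: 0% = median of the neutral control wells and 100% = twice that signal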
GSK3B inh: human GSK3beta kinase inhibitors, primary screen, biochemical, cell-free homogeneous, HTS; GST-GSK3beta kinase, ADP-Glo luminescence, 60 min; active compounds read low; activity score (negative = inhibition), % at 10 µM; 0.038% of 300,000 active; AID 2097, 2009;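 active = more than half of replicate wells score below -50%, meaning over 50% inhibition versus plate controls; inconclusive = some replicates but at most half score below -50%; inactive = no replicate scores below -50%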;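 note: 0% = median DMSO wells and -100% = median GW8510 positive control wells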
Target sequence (P49841 whole entry, looked up): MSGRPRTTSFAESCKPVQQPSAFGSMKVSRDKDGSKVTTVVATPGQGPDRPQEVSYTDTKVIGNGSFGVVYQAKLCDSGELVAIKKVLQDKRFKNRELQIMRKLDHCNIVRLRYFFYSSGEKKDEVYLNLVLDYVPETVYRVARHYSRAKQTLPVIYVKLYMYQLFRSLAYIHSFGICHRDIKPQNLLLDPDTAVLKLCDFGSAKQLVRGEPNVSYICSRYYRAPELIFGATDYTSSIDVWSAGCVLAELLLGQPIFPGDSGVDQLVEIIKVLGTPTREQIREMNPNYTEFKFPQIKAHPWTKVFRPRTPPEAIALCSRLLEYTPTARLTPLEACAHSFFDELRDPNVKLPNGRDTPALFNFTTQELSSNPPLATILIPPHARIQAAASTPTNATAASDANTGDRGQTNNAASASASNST
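Assay system: GST-tagged human GSK3beta kinase, cell-free; Input: 1.6 ng GSK3beta; Medium: Tris/MgCl2 kinase buffer; Timing: 60 min enzyme reaction, room temperature; Signal: ADP-Glo luminescence quantifying ADP generated by kinase; Evaluation: score relative to plate controls; Benchmarks: DMSO neutral wells and GW8510 at 20 µM as positive.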
DYRK1A inh: rat Dyrk1A kinase inhibitors, primary screen, biochemical, single point, plate reader; ADP-Glo luminescence, NFATc1 peptide; inhibition, % at 12.5 µM; 0.43% of 310,000 active; in the data active = inhibition above about 50%;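 note: plate controls were vehicle with enzyme for no effect and no enzyme for full effect; many of its hits are not listed in these tables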
aSyn UTR inh: MLPCN primary screen, SNCA 5' untranslated region. alpha-synuclein 5'UTR reporter, inhibitor activity. inhibition, % (tested at 7.5 µM). 0.82% of 300,000 active; in the data active = inhibition above about 60%; inconclusive = no clear call, values can overlap the other calls;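 note: H4 neuroglioblastoma cells stably carrying SNCA 5'UTR luciferase fusion; 0% = DMSO wells and 100% = positive control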
KLF5 inhibitor: KLF5 expression inhibitors, primary screen, DLD-1 cells, luminescence | DLD-1 KLF5 promoter-luciferase reporter | inhibition, % at 5 µM | 0.23% of 290,000 active | AID 1700, 2009;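 active = inhibition above a per-plate limit of that plate's mean compound inhibition plus 3 SD, cut at about 60% in these data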;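 note: 0% = DMSO wells and 100% = LY294002 at 200 µM; higher means less KLF5 promoter-driven luciferase light; inactives centre near -14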
IEC-6 cytotox: cytotoxicity in IEC-6 intestinal epithelial cells, primary screen, cytotoxicity control for KLF5 inhibitor project, cell-based, luminescence | 0.78% of 290,000 active | IEC-6 cytotoxicity, luminescence viability | AID 1825, 2009 | inhibition, % at 5 µM; in the data active = inhibition above about 22%;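 note: 0% = plate median of test compound wells and 100% = cytotoxic reference compound wells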
Platelet DG rel: inhibitors of platelet dense granule secretion, primary screen, cell-based, MLPCN, human platelets; 0.22% of 300,000 active; inhibition, %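 (compounds screened at 7.5 µM in platelet-rich plasma)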; AID 1663, 2009; human platelet-rich plasma, SFLLRN dense granule ATP release, luminescence;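 active = mean replicate score, as percent of positive control, at or above 50; inconclusive = mean below 50 but at least one replicate at or above 50; inactive = mean and every replicate below 50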
HSF1 inh: HSF1 inhibitors in luciferase reporter cells, primary screen, cell-based, NIH3T3, luminescence; NIH3T3-HGL HSE-luciferase, MG132-induced, luminescence 8 h; active compounds read low; activity change, negative = inhibition, % at 7.5 µM (by protocol); 0.77% of 300,000 active;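 active = more than half of replicate wells show activity change below -50%, luminescence cut by over half; inconclusive = some wells, but at most half, below -50%; inactive = no replicate well below -50%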;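 note: luciferase reports HSF-1 transcriptional activity via heat shock element; 0% = median of DMSO wells and -100% = zero luminescence signal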
* hit, by the source's call; ? = inconclusive; · = not tested or not shown. This is a subset; count on the stated rates, not on these rows.

Results follow in this order: GSK3 alpha inh | HSP90 inh | HSF-1 act | GSK3B inh | DYRK1A inh | aSyn UTR inh | KLF5 inhibitor | IEC-6 cytotox | Platelet DG rel | HSF1 inh
- CCOC(=O)Cc1csc(NC(=O)CSc2nnc(-c3ccncc3)n2Cc2ccco2)n1
→ 9 | 5 | 8 | 0 | -14 | 1 | 19 | -6 | 2 | 2
- COC(=O)c1c(NC(C)=O)sc(C(=O)Nc2ccccc2OC)c1C
→ 2 | 0 | -6 | -1 | -3 | 20 | -37 | -1 | -9 | -10
- CCN1C(=O)/C(=C/N(C)c2ccccc2)OC1=S
→ -2 | -1 | -2 | -1 | 1 | -3 | -27 | 0 | 2 | -3
- O=C(Cc1ccc(Cl)cc1)NCCCNC(=O)c1cccnc1
→ 0 | 5 | 8 | 3 | 4 | 17 | -1 | 2 | -10 | -6
- Cn1ncc([N+](=O)[O-])c1C(=O)N/N=C/c1ccc(F)cc1
→ 5 | 3 | · | 3 | 0 | 0 | -35 | -2 | 1 | ·
- COc1ccc(C(=O)/C=C/Nc2cc(C)on2)cc1
→ -1 | -2 | 25 | -2 | -4 | -94 | -136 | 0 | -1 | 18
- O=C(Oc1cc(-c2ccccc2)no1)c1ccc(F)cc1
→ 3 | -1 | 4 | -7 | -7 | -5 | 3 | -9 | 6 | -3
- Cc1ccc(C)c(S(=O)(=O)N2CCCOC2CNC(=O)C(=O)NCc2cccnc2)c1 (centres undefined)
→ -2 | 4 | 2 | -1 | 1 | -7 | -17 | -2 | 10 | 4
- Cc1ccc(SCC(=O)NCc2ccccc2C)cc1
→ -4 | 4 | 19 | 0 | 1 | 8 | -4 | -3 | -13 | -4
- Cc1c(-c2ccccc2)nnn1-c1ccc(F)cc1F
→ 0 | -1 | 32 | 0 | 2 | -93 | -58 | 1 | 13 | 5
- C/C(=N\N1C(=O)c2ccccc2NC1c1ccco1)c1ccccc1O (centres undefined)
→ 0 | 4 | 45 | -2 | 9 | ? | -42 | 4 | 1 | 19
- O=C(COC(=O)c1ccccc1C(=O)c1ccc(Cl)cc1)NCc1ccccc1
→ -2 | 4 | · | 2 | -3 | 4 | 12 | 1 | 6 | ·
- Cc1nc(C)c2c(c1C(F)(F)F)-c1ccccc1C2(F)F
→ 0 | -2 | -4 | 5 | · | -10 | -13 | 2 | 7 | -2
- Cc1cc(C)cc(OCC(=O)N(Cc2cccs2)C2CCS(=O)(=O)C2)c1 (centres undefined)
→ -2 | -2 | -8 | -2 | 3 | 12 | -17 | -5 | 2 | 5
- CCN(CC)CCn1c2c(c(SCC(=O)Nc3nc(C)cs3)nc1=O)CCC2
→ -4 | · | -2 | 1 | 5 | 7 | · | · | -8 | -3
- Fc1cccc(Cl)c1/C=C/c1cnc2ccccc2n1
→ 0 | 17* | -30 | 0 | -3 | 48 | -13 | 12 | 31 | -30
- O=C1C=C(c2ccc(Cl)cc2)C(=O)N1Nc1ccccc1
→ 1 | -1 | 82* | 0 | -5 | 23 | -29 | -6 | ? | 76
- c1ccc(NC2=NCCN2CCC2CCCCC2)cc1
→ 0 | -2 | -8 | 1 | -4 | -22 | -22 | 0 | -2 | -3
- O=c1c(F)cn(C2CCCO2)c(=O)n1Cc1ccccc1Cl (centres undefined)
→ 5 | -2 | -3 | -1 | 7 | 24 | -75 | 8 | 7 | -5
- CCc1nc2nc(C)c(NS(=O)(=O)c3ccc4c(c3)CCCC4)c(=O)n2[nH]1
→ -2 | -5 | 5 | · | 4 | -6 | -1 | -3 | 8 | 0

Gathered by group: the compounds so far with a furan ring, fused or not.
Results follow in this order: GSK3 alpha inh | HSP90 inh | HSF-1 act | GSK3B inh | DYRK1A inh | aSyn UTR inh | KLF5 inhibitor | IEC-6 cytotox | Platelet DG rel | HSF1 inh
- CCOC(=O)Cc1csc(NC(=O)CSc2nnc(-c3ccncc3)n2Cc2ccco2)n1
→ 9 | 5 | 8 | 0 | -14 | 1 | 19 | -6 | 2 | 2
- C/C(=N\N1C(=O)c2ccccc2NC1c1ccco1)c1ccccc1O (centres undefined)
→ 0 | 4 | 45 | -2 | 9 | ? | -42 | 4 | 1 | 19

(cont.)
Results follow in this order: GSK3 alpha inh | HSP90 inh | HSF-1 act | GSK3B inh | DYRK1A inh | aSyn UTR inh | KLF5 inhibitor | IEC-6 cytotox | Platelet DG rel | HSF1 inh
- COc1ccccc1NC(=O)Nc1nc(CC(=O)Nc2ccccc2F)cs1
→ 2 | · | 23 | -5 | 0 | 5 | · | · | 4 | 15
- COc1ccc(/C=C/C(=O)O)cc1COc1ccccc1C
→ -7 | -3 | -7 | 3 | 1 | 34 | 3 | 12 | 4 | -6
- O=C(Cn1cc(C(=O)c2ccco2)c2ccccc21)NC1CCCCC1
→ -4 | 0 | -90 | 4 | -7 | 6 | -17 | 2 | 36 | -87*
- COc1cc(C)nc(N2CCCC(C(=O)Nc3ccccc3Br)C2)n1 (centres undefined)
→ 0 | 2 | 7 | 2 | -2 | -16 | -6 | 5 | -1 | 3
- Cc1ccc(CN2CCN(Cc3cccn3-c3ccc(Cl)cn3)CC2CCO)o1 (centres undefined)
→ -1 | -4 | -28 | 1 | -11 | 11 | -17 | -4 | 0 | -5
- Cc1cccc(C(=O)Nc2cccc(OCC(=O)O)c2)c1
→ -2 | -5 | -9 | -1 | -1 | -2 | -25 | -3 | 2 | 13
- CCC(C(=O)Nc1ccc(C(=O)O)cc1NC(=O)C(CC)c1ccccc1)c1ccccc1 (centres undefined)
→ -6 | -4 | 2 | 2 | -9 | 4 | -62 | -1 | 10 | -2
- O=C(CCc1nnc(C2CCCCC2)o1)N1CCCCC1CCn1cccn1 (centres undefined)
→ 4 | -1 | 0 | 0 | 2 | -11 | 13 | 2 | 1 | -2
- O=C(Nc1cc(Cl)ccc1N1CCOCC1)c1cccnc1
→ 0 | -5 | -4 | -18 | 5 | -1 | 7 | 1 | -5 | -4
- O=C(Cn1[nH]c(=O)c2ccccc2c1=O)Nc1ccc(-c2nnc3n2CCCCC3)cc1
→ -3 | -2 | 4 | -1 | 3 | 20 | -11 | 0 | 8 | -2
- O=C(NCc1ccccc1Cl)C1CCCN1C(=O)NC1CCCCC1 (centres undefined)
→ -2 | -2 | 2 | 2 | -3 | -9 | -30 | -3 | 2 | -6
- CC(C)Oc1ccc(CN2CCC(n3nccc3NC(=O)C3CC3)CC2)cc1
→ -3 | 1 | 3 | -1 | -2 | -12 | -8 | -1 | -1 | -1
- CC(C)NC(=O)c1ccccc1-c1ccccc1
→ -1 | 6 | -10 | 1 | -9 | 21 | -2 | 0 | -8 | -8
- CC1Cc2ccccc2N1S(=O)(=O)c1c(N)n(C)c(=O)n(C)c1=O (centres undefined)
→ -1 | 1 | 8 | 3 | -4 | -5 | -10 | 0 | -9 | -2
- COc1ccc(Cl)cc1NC(=O)C(C)N(C)Cc1ccc(C(F)(F)F)cc1 (centres undefined)
→ -1 | -5 | 11 | -3 | 9 | -5 | -26 | 0 | 0 | 1
- COc1cc2[nH]c(=O)c(C(=O)NCCCN3CCCCC3)c(O)c2cc1OC
→ -4 | 3 | -14 | · | 2 | -29 | 11 | 0 | 2 | -13
- COc1cccc(C(=O)Nc2ccc3[nH]ncc3c2)c1OC
→ 8 | -1 | 18 | -10 | 20 | -31 | -32 | 2 | 6 | 12
- O=C(COC(=O)c1nsc(Cl)c1Cl)NC1CCCCC1
→ -3 | -4 | 1 | 2 | -3 | -10 | 6 | -6 | 3 | 0
- CCOC(=O)C1CCN(CC(=O)Nc2c(C(=O)OC)[nH]c3cccc(C)c23)CC1
→ 0 | 2 | -13 | 1 | -1 | 25 | -28 | 2 | -2 | 3
- COc1ccc(/C=C(/NC(=O)c2ccccc2)C(=O)N2CCCC2)cc1OC
→ 1 | 4 | 2 | · | 1 | -2 | -1 | -1 | -7 | -1
- CCOC(=O)c1c(N)sc(C(=O)N2CCCC(C(N)=O)C2)c1C (centres undefined)
→ 2 | 1 | -1 | 2 | 2 | 24 | 0 | -4 | 6 | 8
- CC(NC(=O)OC(C)(C)C)C(=O)N1CCCC1C(=O)NC(Cc1ccccc1)C(N)=O (centres undefined)
→ -2 | 1 | -6 | 3 | -7 | 17 | -38 | -2 | -3 | -2
- CCN(CC)c1ccc(NC(=O)C2CCCN(S(=O)(=O)c3cnc[nH]3)C2)c(C)c1 (centres undefined)
→ -2 | -1 | 10 | 1 | 0 | -6 | -20 | -7 | 1 | -4
- CCCCCc1nc2sc3c(c2c(=O)n1NC(=O)c1ccc([N+](=O)[O-])cc1)CC(C)(C)OC3
→ -4 | 1 | 8 | 0 | 1 | -19 | 12 | -2 | 15 | 2
- O=C(N/N=C/c1ccc(OC(=O)c2ccccc2Br)cc1)c1ccccn1
→ 2 | 7 | 30 | -20 | -4 | -90 | -119 | -3 | -5 | 22
- COc1ccccc1N=C1SC(C(=O)Nc2ccc(F)cc2)CC(=O)N1C (centres undefined)
→ -1 | -2 | 3 | -1 | 5 | 8 | -15 | 0 | 3 | 5
- Cc1cc(OCc2cc(C(=O)N(C)CCOc3ccccc3)no2)cc(C)c1Cl
→ -1 | 0 | 8 | 0 | -3 | -16 | -7 | -3 | -1 | 9
- CCOc1ccccc1CN1CCC(n2nccc2NC(=O)CCCc2ccccc2)CC1
→ 1 | -1 | -4 | -2 | 1 | 7 | -34 | -7 | 15 | -4
- COCCCNC(=O)Cc1c(C)c2c(cc(C)c3c(C(C)(C)C)coc32)oc1=O
→ -2 | 2 | -37 | 1 | -1 | 28 | 61 | 84* | 0 | -20
- O=C(c1cc2cc([N+](=O)[O-])ccc2oc1=O)N1CCN(C2CCCCC2)CC1
→ 1 | -2 | -10 | -3 | · | -6 | -26 | -2 | 0 | -9
- CC(OC(=O)c1cc2c(ccc3ccccc32)oc1=O)c1nc2ccccc2s1 (centres undefined)
→ -2 | -2 | 5 | 0 | 1 | -1 | -23 | -5 | 3 | 0
- COc1ccc(C2C(C(=O)c3ccco3)=C(O)C(=O)N2CC2CCCO2)c(OC)c1 (centres undefined)
→ -1 | -3 | 3 | -2 | -6 | -5 | -19 | 2 | 7 | -10
- Cc1noc(C)c1C(=O)Nc1sc2c(c1C(N)=O)CCCCC2
→ 1 | 5 | -1 | -3 | 4 | -1 | -2 | -2 | 25 | -3
- CCCCOC(=O)CSc1nnc(-c2cc(OC)c(OC)c(OC)c2)o1
→ -1 | -3 | 17 | 4 | 2 | 21 | -8 | 11 | -5 | -7
- CC(=O)Nc1ccc(/C=N/OCC(=O)Nc2ccc(C)cc2)cc1
→ 0 | 0 | 3 | 4 | -3 | -40 | -29 | -1 | 3 | 11
